USP1-UAF1 inh = Inhibitors of USP1/UAF1: Primary Screen | Ubiquitin carboxyl-terminal hydrolase 1 (Homo sapiens), O94782 | recombinant USP1/UAF1, Ub-Rhodamine cleavage fluorescence | Potency, µM (top dose mostly 57.1 µM), for the others: at the top dose activity change, negative = inhibition, hits mostly inhibitors | 390,000 tested, 0.23% active | AID 743255, 2014; note: potency is the fitted concentration of half-maximal effect; % is set by controls: 0 for no effect and ±100 for the full control effect; nearly all actives have a fitted effect of over 60% in size; inactives centre near -12
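USP1/UAF1 complex (1 nM) preincubated 15 min at room temperature with compound, then Ub-Rho substrate (150 nM final) added. Kinetic fluorescence at 480/540 nm over 6 reads at 60 s intervals; 50 mM HEPES pH 7.8, 0.5 mM EDTA, 0.1 mg/ml BSA, 1 mM TCEP, 0.01% Tween-20.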
PI4K2A inh = qHTS for small molecular inhibitors of PI4K2A; purified PI4K2A, ADP-Glo luminescence, 1 h; hits give low values; activity change, negative = inhibition, % at 76.9 µM; 420,000 tested, 0.13% active; AID 1346378, 2018; in the data active = activity change below about -50%; inconclusive = mostly about -30% to -49%;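 note: -100% = wells without enzyme as full effect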
Target sequence (Q9BTU6 whole entry, looked up): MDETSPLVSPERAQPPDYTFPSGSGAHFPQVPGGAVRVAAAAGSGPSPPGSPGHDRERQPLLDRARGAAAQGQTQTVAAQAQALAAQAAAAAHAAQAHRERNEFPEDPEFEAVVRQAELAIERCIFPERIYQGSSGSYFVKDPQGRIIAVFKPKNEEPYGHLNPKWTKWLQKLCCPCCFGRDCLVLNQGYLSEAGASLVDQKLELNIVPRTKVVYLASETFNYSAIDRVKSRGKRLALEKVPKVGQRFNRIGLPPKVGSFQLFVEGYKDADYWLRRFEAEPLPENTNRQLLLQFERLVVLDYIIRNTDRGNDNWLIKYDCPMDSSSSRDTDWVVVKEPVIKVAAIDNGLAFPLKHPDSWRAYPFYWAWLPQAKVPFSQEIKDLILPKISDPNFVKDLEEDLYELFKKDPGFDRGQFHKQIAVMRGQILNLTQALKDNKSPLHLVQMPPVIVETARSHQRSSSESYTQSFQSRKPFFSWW
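PI4K2A activity was measured by ADP-Glo luminescence: enzyme (4 ug/mL stock) and phosphatidylinositol (1.2 mM stock) in Tris pH 7.5/MgCl2/EGTA/Triton X-100 buffer were reacted with ATP (300 microM stock) for one hour at ambient temperature.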
RXFP1 ag = qHTS Assay for Agonists of the Relaxin Receptor RXFP1; Relaxin receptor 1 (Homo sapiens), Q9HBX9; HEK293T-RXFP1 cAMP TR-FRET, 30 min; response scale: percent of porcine relaxin response, buffer zero; Potency, µM (series often up to 57.5 µM), for the others: at the top dose activation, hits mostly activators; 370,000 tested, 0.3% active; AID 2676, 2010; note: potency is the fitted concentration of half-maximal effect; % is set by controls: 0 for no effect and ±100 for the full control effect; nearly all actives have a fitted effect of over 60% in size; many of its hits are not listed in these tables
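Agonist response is measured as cAMP accumulation in an RXFP1-transfected HEK293T line under PDE4 inhibition. Values are scaled between buffer-only and 29 nM porcine relaxin, and EC50s come from standard Hill equation fits.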
Vif-A3F inh = qHTS for Inhibitors of Vif-A3F Interactions: qHTS; AID 602313, 2012; HeLa A3F-eYFP + Vif (tagged APOBEC3F with the HIV-1 protein that degrades it), YFP fluorescence increase; 390,000 tested, 0.2% active; Potency, µM (doses to about 46.1 µM), inactives show at the top dose activity, negative = active; note: potency is the fitted concentration of half-maximal effect; % of control where 0% means no effect; nearly all actives have a fitted effect of over 65% in size
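Fluorescence increase (Ex 488/Em 500-530) after overnight compound treatment at 37 deg C flags inhibition of Vif-driven A3F-eYFP loss in stable HeLa A3F-eYFP/Vif cells seeded overnight beforehand.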
LDHA block = qHTS assay for inhibitors of human lactate dehydrogenase; activity change, % (values are at about 110 or 230 µM); L-lactate dehydrogenase A chain (Homo sapiens), P00338; purified LDHA, NADH/diaphorase-resazurin fluorescence; hits give low values; 480,000 tested, 0.15% active; AID 1347041, 2019; in the data active = activity change below about -30%; inconclusive = mostly about -25% to -30%;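 note: plate controls were DMSO wells for no effect and wells without enzyme for full effect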
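Remaining NADH was detected by diaphorase (0.133 mg/mL) converting 37 µM resazurin to fluorescent resorufin, read at 0 and 20 minutes. The preceding 5-minute room-temperature reaction used 2 nM LDHA, 0.2 mM sodium pyruvate and 0.06 mM NADH at pH 7.4.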
Glioma ERSR ind = qHTS for Inducers of the Endoplasmic Reticulum Stress Response (ERSR) in Human Glioma: qHTS; 420,000 tested, 0.02% active; AID 602332, 2012; Potency, µM, without a hit: top-dose activation, most hits filed as activators; U87-MG GRP78 promoter luciferase reporter, 16 h; note: potency is the fitted concentration of half-maximal effect; series mostly up to about 76 µM; % of control where 0% means no effect; nearly all actives have a fitted effect of over 35% in size
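ERSR induction read as luciferase luminescence (Bright-Glo, 10 min at room temperature) in stably transfected human U87-MG glioma cells exposed to compounds for 16 h, using GRP78 as sensor.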
mIDH1 inhibitor = qHTS for Inhibitors of mutant isocitrate dehydrogenase 1 (IDH1): qHTS; Isocitrate dehydrogenase [NADP] cytoplasmic (Homo sapiens), O75874; IDH1-R132H enzyme, NADPH consumption, diaphorase/resazurin fluorescence; 390,000 tested, 0.093% active; Potency, µM (highest dose often 76.6 µM), for the others: top-dose activity change, negative = inhibition, usual class: inhibitors; note: potency is the fitted concentration of half-maximal effect; % is set by controls: 0 for no effect and ±100 for the full control effect; nearly all actives have a fitted effect of over 65% in size
Target sequence (O75874 whole entry R132H, stated change not applied): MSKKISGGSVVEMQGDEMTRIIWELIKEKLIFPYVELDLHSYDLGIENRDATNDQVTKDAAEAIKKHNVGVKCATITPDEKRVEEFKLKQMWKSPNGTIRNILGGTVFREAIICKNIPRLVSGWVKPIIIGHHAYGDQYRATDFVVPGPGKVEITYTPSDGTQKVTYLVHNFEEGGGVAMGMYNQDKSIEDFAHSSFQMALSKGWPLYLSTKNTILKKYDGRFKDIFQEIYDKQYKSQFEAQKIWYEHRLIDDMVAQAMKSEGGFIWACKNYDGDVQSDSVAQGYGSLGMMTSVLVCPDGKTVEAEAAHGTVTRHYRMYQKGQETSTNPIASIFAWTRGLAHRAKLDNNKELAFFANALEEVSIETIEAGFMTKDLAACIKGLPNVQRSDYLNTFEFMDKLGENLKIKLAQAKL
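IDH1-R132H (0.5 ug/mL) preincubated 30 min with compound, then NADPH (0.016 mM) and alpha-KG (2 mM) added; 80 min at RT, pH 7.5. Remaining NADPH coupled via diaphorase/resazurin to fluorescence (540/590 nm); concentration-response curves normalized to no-enzyme control.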
Vif-A3G inh = qHTS for Inhibitors of Vif-A3G Interactions: qHTS; Potency, µM (top dose mostly 46.1 µM), inactives show top-dose activity, negative = active, usual class: inhibitors; AID 602310, 2012; DNA dC->dU-editing enzyme APOBEC-3G (Homo sapiens), Q9HC16; HeLa A3G-eYFP + Vif (tagged APOBEC3G with the HIV-1 protein that degrades it), YFP fluorescence, overnight; 410,000 tested, 0.076% active;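 note: potency is the fitted concentration of half-maximal effect; % is set by controls: 0 for no effect and ±100 for the full control effect; nearly all actives have a fitted effect of over 60% in size; hits raise eYFP signal because A3G escapes Vif-driven loss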
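Read-out is eYFP fluorescence (Ex 488/Em 500-530) from Vif-expressing HeLa A3G-eYFP cells; more signal means A3G escaped Vif-mediated degradation. Cells plated overnight, compound pinned in, incubated overnight at 37 deg C.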
TrxR1 substrate = qHTS Assay for Substrates of Mammalian Selenoprotein Thioredoxin Reductase 1 (TrxR1): qHTS; 390,000 tested, 0.01% active; Potency, µM (series often up to 114 µM), without a hit: at the highest dose activity change, negative = substrate turnover; purified TrxR1 substrate turnover, NADPH consumption readout; Thioredoxin reductase 1, cytoplasmic (Rattus norvegicus), O89049; note: potency is the fitted concentration of half-maximal effect; % is set by controls: 0 for no effect and ±100 for the full control effect; nearly all actives have a fitted effect of over 50% in size
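Rat TrxR1, dispensed at 90 nM, was prereduced with 400 uM NADPH (final) for 5 min at ~22 deg C, then incubated with compound 15 min before 400 uM selenite. A first-read NADPH fluorescence drop versus no-compound background flagged substrates.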
* marks the source's active call; other numbers are inactive results; ? = inconclusive; · = no result given; & = joins results of further samples; [ ] = another dose, or the depositor's remark. Unless noted, calls come from the whole dose curve; as a rule, active = well fitted curve in the direction sought with a large enough effect; inconclusive = small, poorly fitted or top-dose-only effect, or another doubt; inactive = no such curve, though single readings can be large; an effect the other way counts as inactive or inconclusive.

mol	USP1-UAF1 inh	PI4K2A inh	RXFP1 ag	Vif-A3F inh	LDHA block	Glioma ERSR ind	mIDH1 inhibitor	Vif-A3G inh	TrxR1 substrate
CCOc1ncccc1C(=O)OCC(=O)c1ccc(F)cc1	-4%	-6	-0.8%	7%	-5	-1%	4%	-1%	8%[57.1 µM]
CCCc1nnc(NC(=O)c2nc(SCC)ncc2Cl)s1	3%	-4	0.1%	-13%	-10	-2%	-10%	-2%	-5%
CCOc1cc(-c2nnn(CC(=O)N3CCCCC3)n2)ccc1OC	-26%	-2	-1.0%	3%	1	-4%	-8%	1%	-1%
COc1ccc(CNC(=S)Nc2ccc(OC)cc2)cc1	2%	3	3.3%	4%	-7	-7%	-9%	1%	-3%
CC(C)CNS(=O)(=O)c1cc(C(=O)OCC(=O)c2ccc3c(c2)OCCO3)c(Cl)cc1Cl	-4%	-14	1.4%	-6%	-5	-1%	-8%	-1%	-4%[57.1 µM]
CCOc1ccccc1NC(=O)COC(=O)C1CCC1	-18%	-3	·	-8%	-9	0%	-9%	0%	-10%
c1ccc(CSCc2nc3ccccc3[nH]2)cc1	-14%	1	0.5%	-4%	1	-2%	3%	-3%	3%
Cc1cc(C)cc(NC(=O)CCOc2ccccc2)c1	-18%	0	1.2%	-3%	-1	-1%	7%	0%	1%
CC1CCN(Cc2c(C(=O)N3CCc4ccccc4C3)nc3ccc(Cl)cn23)CC1	-3%	-6	-2.6%	1%	4	4%	8%	-1%	-3%
Cc1cc2ccccc2n1CCNC(=O)c1cccc(Br)c1	?	3	0.1%	3%	-1	-2%	-4%	0%	-9%
COCCN(C(=O)COC(=O)c1ccc(-c2ccccc2)cc1)c1c(N)n(Cc2ccccc2)c(=O)[nH]c1=O	-6%	6	·	4%	-12	-1%	-3%	-3%	0%
O=C(NCc1ccco1)c1n[nH]c(=O)c2ccccc12	-6%	0	1.7%	-6%	1&1	-1%	1%	1%	-5%
Cc1ccc(CSc2nc3ccc(NC(=O)COc4ccc(F)cc4)cc3s2)cc1	-25%	0	8.2%	0%	-1	-1%	5%	3%	3%
COc1ccc(CN2C[C@@H](CO)O[C@@H](n3cnc4c(N5CCN(c6ccccc6)CC5)ncnc43)C2)cc1	·	5	·	·	-2	2%	·	0%	·
COc1cc2c(cc1OC)CN(C(=O)c1ccc(S(=O)(=O)N3CCCCCC3)cc1)CC2	-18%	1	-0.2%	-1%	0	-3%	8%	-2%	-6%
CCCOc1ccc(NC(=O)OC2CCN(C)CC2)cc1	-9%	4	-0.3%	-4%	-5	-3%	2%	-1%	-11%
CCCCCn1c(C(Cc2ccccc2)NC(=O)COC)nc2ccccc21 (stereo not drawn)	-17%	2	-0.1%	-7%	0	-4%	0%	1%	-10%[57.1 µM]
CCN1C(=O)[C@H]2[C@@H](c3ccc(OC)cc3)N[C@]3(CCCN(CCC(C)C)C3=O)[C@H]2C1=O	?	-10	·	-7%	5	-3%	7%	-9%	·
CCOC(=O)C1CCN(S(=O)(=O)CCNC(=O)c2cccc(OC)c2)CC1	-8%	1	2.5%	-9%	-3	-3%	8%	-3%	-9%
NC(=O)c1nsc(C(=O)N(CC(=O)NCc2ccco2)c2ccccc2F)c1N	-8%	9	0.1%	1%	-3	-5%	4%	0%	35%[activator][57.1 µM]
COc1ccc(-c2ccc(OC)cc2C(=O)O)cc1	-16%	1	1.4%	7%	-2	-4%	3%	-1%	-11%
O=C(NCCc1cccs1)c1ccc(Cl)cc1	-3%	-1	-1.9%	-6%	-10	-11%	4%	1%	-6%
COc1cccc(C(=O)NCC2(c3ccccc3)CCCC2)c1	-3%	0	1.9%	9%	-7	-4%	2%	-3%	6%[57.1 µM]
CCOC(=O)C1=C(C)NC(C)=C(C(=O)OCC)C1c1cccs1	-10%	0	1.1%	1%	-6	-5%	0%	-1%	6%
COc1ccc(-c2csc(C(C#N)=C(O)CSc3nccn3C)n2)cc1OC	-3%	3	·	?	16	1%	3%	-1%	-14%

3 of these compounds in another layout.
structure: CCN1C(=O)[C@H]2[C@@H](c3ccc(OC)cc3)N[C@]3(CCCN(CCC(C)C)C3=O)[C@H]2C1=O
- USP1-UAF1 inh: ?
- PI4K2A inh: -10
- RXFP1 ag: ·
- Vif-A3F inh: -7%
- LDHA block: 5
- Glioma ERSR ind: -3%
- mIDH1 inhibitor: 7%
- Vif-A3G inh: -9%
- TrxR1 substrate: ·

structure: CCOC(=O)C1CCN(S(=O)(=O)CCNC(=O)c2cccc(OC)c2)CC1
- USP1-UAF1 inh: -8%
- PI4K2A inh: 1
- RXFP1 ag: 2.5%
- Vif-A3F inh: -9%
- LDHA block: -3
- Glioma ERSR ind: -3%
- mIDH1 inhibitor: 8%
- Vif-A3G inh: -3%
- TrxR1 substrate: -9%

structure: NC(=O)c1nsc(C(=O)N(CC(=O)NCc2ccco2)c2ccccc2F)c1N
- USP1-UAF1 inh: -8%
- PI4K2A inh: 9
- RXFP1 ag: 0.1%
- Vif-A3F inh: 1%
- LDHA block: -3
- Glioma ERSR ind: -5%
- mIDH1 inhibitor: 4%
- Vif-A3G inh: 0%
- TrxR1 substrate: 35%[activator][57.1 µM]

Continuation.
mol	USP1-UAF1 inh	PI4K2A inh	RXFP1 ag	Vif-A3F inh	LDHA block	Glioma ERSR ind	mIDH1 inhibitor	Vif-A3G inh	TrxR1 substrate
O=C(NCc1n[nH]c(=S)n1-c1ccc(Br)cc1)c1ccc(S(=O)(=O)N2CCCCC2)cc1	0%	6	0.5%	-9%	-10	-3%	-3%	6%	-2%
Cc1c(C(=O)Nc2ccccc2)sc2nc[nH]c(=O)c12	-10%	-2	5.2%	-6%	-5	6%	5%	0%	0%
CSCCC(NC(=O)/C(=C\c1ccco1)NC(=O)c1ccco1)C(=O)O (stereo not drawn)	-22%	-8	2.5%	-1%	3	-5%	14%	-1%	3%
Cc1cc2c(cc1S(=O)(=O)C(C)CC(=O)NCc1ccco1)OCC(=O)N2 (stereo not drawn)	-8%	-18	4.5%	3%	-3	-1%	2%	1%	3%
CCNC(=O)CC1C(=O)N(CC)C(=S)N1NC(=O)c1cccnc1 (stereo not drawn)	-13%	-2	-1.0%	-21%	-5	-3%	5%	-7%	6%
CCOC(=O)c1c(N)sc(C(O)(C(F)(F)F)C(F)(F)F)c1-c1ccccc1	-25%	-1	3.1%	5%	-2	-10%	5%	-9%	-11%
Cc1noc(C)c1COC(=O)CCCc1c[nH]c2ccccc12	-8%	-9	-1.0%	·	3	-2%	3%	1%	-7%
CCOC(=O)c1ccc2[nH]c3c(c2c1)CCCC3NC=O (stereo not drawn)	-9%	2	0.8%	0%	-2	7%	-3%	-3%	-9%
CCOC(=O)c1ccc(NC(=O)C2CC(=O)N=C(N)S2)cc1 (stereo not drawn)	2%	1	-2.9%	0%	-4	-1%	-4%	-5%	-1%
COc1ccc(NC(=O)NNC(=O)COc2ccc3ccccc3c2)cc1	-21%	-6	30%	-2%	-14	-5%	-1%	-2%	7%
CCOc1cccc(N(C(=O)c2ccco2)C(C(=O)NC2CCCC2)c2cccnc2)c1 (stereo not drawn)	-26%	-4	0.3%	-4%	-8	-6%	-14%	0%	2%
O=c1[nH]c(/C=C/c2ccccc2OC(F)F)nc2c1cnn2-c1ccccc1	-15%	6	1.0%	-9%	1	-1%	-14%	-8%	103%[activator]
Cc1ccc(Sc2c(C=O)c3ccccc3n2C)cc1	-23%	1	12%	-12%	2	-7%	12%	-13%	3%
COc1cc(OC)c(CN2CCc3c([nH]c4ccccc34)C2)cc1Br	-22%	5	2.5%	-17%	0	-5%	4%	-7%	6%
O=C(CSc1nnnn1C1CCCCC1)NCc1cccs1	4%	2	-0.4%	-13%	2	-1%	4%	0%	-4%
Oc1ccc2c(c1)C1CCCC1(N1CCOCC1)O2 (stereo not drawn)	-25%	-2	-0.9%	-6%	21	-5%	3%	0%	11%
CCS(=O)(=O)N1CCc2cc(C(=O)Nc3ccc(C(=O)OC)cc3)ccc21	?	4	0.6%	-5%	-3	-2%	9%	-1%	-2%
Cc1occc1-c1nnc(SCC(=O)N2CCOCC2)n1CCc1ccccc1	-13%	-4	-0.3%	-2%	-2	0%	1%	-5%	-8%
O=C(NC1=NCCS1)C12CC3CC(CC(C3)C1)C2	-6%	4	0.4%	-2%	-8	0%	9%	0%	-2%[57.1 µM]
CC(C)NC(=O)NNc1c(Cl)cncc1Cl	-9%	3	0.0%	1%	4	-3%	4%	-1%	-3%
O=S(=O)(c1cccc(Br)c1)N1CCN(c2ccnc3cc(Cl)ccc23)CC1	-29%	-2	-0.5%	2%	-2	-4%	3%	2%	5%

Screens from PubChem.

Only part of the results is shown (hit frequency here may not be typical).
